High-throughput results (PubChem)
TEAD-YAP inh: TEAD-YAP interaction inhibition | HEK-TIYL cells, TEAD-Gal4/YAP UAS-luciferase luminescence | inhibition, % at 9.12 µM | 640,000 tested, 1.4% active; in the data active means inhibition above about 32%;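 further: 0% = median of test compound wells and 100% = reference inhibitor wells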
FBW7 act: human FBW7 E3 ligase activation, primary screen; Q969H0; 650,000 tested, 0.13% active; normalized activity (activation), % at 26.1 µM; AlphaScreen FBW7–phospho-cyclin E peptide binding, activator screen; in the data active means normalized activity above about 1.9%;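 further: purified mutant Fbw7 with reduced substrate affinity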
MITF primary: human MITF inhibition, primary screen; O75030; AlphaScreen MITF homodimerization, bead proximity signal; inhibition, % at 2.6 µM; 650,000 tested, 0.91% active; in the data active means inhibition above about 50%;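 further: 0% = vehicle wells with protein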
Target sequence (O75030 whole entry, looked up): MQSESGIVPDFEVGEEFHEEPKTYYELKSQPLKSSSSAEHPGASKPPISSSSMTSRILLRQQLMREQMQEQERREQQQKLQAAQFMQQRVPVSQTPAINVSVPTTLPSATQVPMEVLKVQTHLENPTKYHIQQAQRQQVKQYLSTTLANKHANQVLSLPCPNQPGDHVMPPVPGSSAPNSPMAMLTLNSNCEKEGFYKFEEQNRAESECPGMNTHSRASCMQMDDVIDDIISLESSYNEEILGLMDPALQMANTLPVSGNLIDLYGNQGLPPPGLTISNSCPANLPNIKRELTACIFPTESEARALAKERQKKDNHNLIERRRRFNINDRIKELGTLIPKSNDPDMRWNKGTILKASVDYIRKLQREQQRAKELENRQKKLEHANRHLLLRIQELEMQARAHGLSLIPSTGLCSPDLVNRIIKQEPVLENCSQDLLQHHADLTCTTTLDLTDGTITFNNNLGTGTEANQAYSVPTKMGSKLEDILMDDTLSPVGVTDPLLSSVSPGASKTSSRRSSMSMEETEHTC
GPR151 activ: activators of human GPR151 | Q8TDV0 | PathHunter beta-arrestin GPR151 cells, luminescence | activation, % at 11.2 µM | 650,000 tested, 1% active; in the data active means activation above about 4.9%;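 further: 0% = median of compound wells and 100% = cells with positive control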
Target sequence (Q8TDV0 whole entry, looked up): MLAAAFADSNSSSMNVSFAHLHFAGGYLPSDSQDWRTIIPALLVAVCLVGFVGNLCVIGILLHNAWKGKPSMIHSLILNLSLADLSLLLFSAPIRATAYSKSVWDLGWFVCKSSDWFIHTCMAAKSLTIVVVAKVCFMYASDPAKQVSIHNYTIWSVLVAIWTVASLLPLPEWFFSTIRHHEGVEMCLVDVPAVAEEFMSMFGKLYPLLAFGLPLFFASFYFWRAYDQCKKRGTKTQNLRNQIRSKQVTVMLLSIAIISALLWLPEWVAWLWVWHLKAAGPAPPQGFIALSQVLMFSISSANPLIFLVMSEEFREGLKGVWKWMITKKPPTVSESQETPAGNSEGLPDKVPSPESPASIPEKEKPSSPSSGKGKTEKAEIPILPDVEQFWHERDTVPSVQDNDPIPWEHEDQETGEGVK
Numbers without * were called inactive.

Value order: TEAD-YAP inh, FBW7 act, MITF primary, GPR151 activ
> Cn1c(=N)n(CC(O)c2ccccc2)c2ccccc21 (configuration not stated)
    -3.8, -0.2, 2.4, -1.1
> COc1ccc(CCN(C)C2CCCN(C(=O)CCc3cnccn3)C2)cc1OC (configuration not stated)
    1.9, -0.1, 6.4, -0.2
> COC(=O)c1cc(CNC(=O)c2ccccc2C(F)(F)F)cc(NC(=O)c2ccco2)c1
    9.7, -0.1, -3.0, 2.4
> CC(=O)c1ccc(OCC(=O)NC(C)C23CC4CC(CC(C4)C2)C3)cc1 (configuration not stated)
    -10.3, -0.2, -2.3, -0.7
> COc1cc(CN2CC(=O)N(c3ccc(C)cc3C)C2=S)cc(OC)c1OC
    -9.9, 0.4, 14.7, 3.5
> O=C1c2ccccc2C(=O)N1c1cccc(-c2csc(Nc3ccc(F)cc3)n2)c1
    -21.3, -0.1, -9.3, -0.7
> CSc1ccccc1NC(=O)CSc1cccc[n+]1[O-]
    -2.3, -0.1, 7.3, 1.1
> O=C(c1ccc2c(=O)n(CCc3c[nH]c4ccccc34)c(=S)[nH]c2c1)N1CCN(c2ccccc2)CC1
    7.3, 0.2, -0.6, 0.4
> CCC1CCc2c(sc(NC(=O)c3ccc(Br)cc3)c2C(=O)OC)C1 (configuration not stated)
    -11.9, 0.1, 1.9, 0.2
> Cc1ccc(NC(=O)CN2C(=O)c3ccccc3C2=O)c(C)c1
    0.2, 0.1, -8.8, -0.8
> COCCCn1c(Cc2csc(Nc3ccc(F)cc3)n2)nnc1SCC(N)=O
    -1.9, 0.0, -3.4, -1.4
> O=C(C1CCCN1S(=O)(=O)c1ccc2nc(-c3ccccc3)[nH]c2c1)N1CCCC1 (configuration not stated)
    5.0, -0.2, 11.3, 1.7
> COCCCN1C(=O)C2C(C(=O)Nc3ccc(Cl)c(Cl)c3)C3(C)C=CC2(O3)C1C(=O)NC1CCCCC1 (configuration not stated)
    3.8, -0.1, 6.4, 1.5
> CC(C)CN1CC(C(=O)N2CCC3(CCC(=O)N3Cc3ccccc3F)CC2)CC1=O (configuration not stated)
    6.1, -0.1, 15.9, -0.4
> CCN1CCc2c(sc(-n3cccc3)c2C#N)C1
    -4.6, -0.1, 2.9, -0.6
> N#C/C(=C\c1ccc(-c2ccc(Cl)cc2)o1)c1nn(-c2ccccc2)c(N)c1C#N
    -17.0, 0.1, -3.6, -1.2
> COc1cccc(C2C(C(=O)Nc3ccc(Br)cn3)=C(C)NC3=C2C(=O)CC(C)(C)C3)c1 (configuration not stated)
    5.4, 0.3, -6.6, 1.0
> O=C(Oc1ccc(Cl)cc1Cl)c1ccco1
    -9.5, 0.5, -7.4, 0.4
> O=C1S/C(=C\c2ccccc2[N+](=O)[O-])C(=O)N1Cc1ccccc1
    4.7, -0.4, 30.7, 0.9
> COc1cccc(/C=N/NC(=O)C2COc3ccccc3O2)c1O (configuration not stated)
    7.3, -1.2, 68.8*, -0.2
> CC1CCc2sc(NC(=O)c3ccc(S(=O)(=O)N(C)c4ccccc4)cc3)c(C(N)=O)c2C1 (configuration not stated)
    -1.3, 1.0, 16.8, -0.2
> Cc1nnc(NC(=O)CSc2ccc(-c3sc(C)nc3C)nn2)s1
    -7.7, -0.4, -4.3, -2.0
> CCS(=O)(=O)N1CCC(N2CCOCC2)CC1
    2.9, -0.1, 18.2, 0.1
> COc1ccc(CNC(=O)CC(C)S(=O)(=O)c2cc3c(cc2C)NC(=O)CO3)cc1 (configuration not stated)
    -2.9, 0.0, -7.8, 0.1
> Cc1ccc(NC(=O)C(C)N2CCCCC2)c(C(=O)c2ccccc2)c1 (configuration not stated)
    0.1, -0.1, 9.1, 0.7
> CCOc1ccc(/C=C\c2nc(O)c([N+](=O)[O-])c(=O)[nH]2)cc1OCC
    -3.5, -0.1, -5.8, -0.7
> CCc1ccccc1NC(=O)CSC1=C(C#N)C(c2ccc3c(c2)OCO3)C2=C(CCCC2=O)N1 (configuration not stated)
    -3.4, 0.1, -17.1, -0.6
> O=C(CSCc1c(F)cccc1Cl)NCc1ccco1
    -12.1, -0.1, -1.4, 0.8
> Cc1cc(Cl)ccc1OCC(O)CN1CCN(Cc2ccc3c(c2)OCO3)CC1 (configuration not stated)
    10.6, -0.1, 20.0, 1.8
> CN(CCC#N)CC(=O)Nc1ccccc1[N+](=O)[O-]
    1.3, -0.3, -5.4, 1.4
> O=C(Nc1ccc([N+](=O)[O-])cc1C(F)(F)F)c1cc2ccccc2oc1=O
    8.5, -0.1, 1.6, 0.9
> CCOc1cc(/C=N/NC(=O)c2cccc3cc[nH]c23)ccc1O
    -6.1, 0.0, 0.3, 2.2
> COc1ccc(C(=O)NC(CC(C)C)C(=O)O)cc1OC (configuration not stated)
    0.3, 0.2, -2.7, 0.7
> O=C(CN1CCN(c2nc(-c3ccccc3)cs2)CC1)Nc1ccc([N+](=O)[O-])cc1
    6.9, -0.1, 3.1, -0.8
> Cc1ccc(C(=O)Nn2c(-c3cccc([N+](=O)[O-])c3)nc3ccccc3c2=O)cc1C
    7.9, -0.1, 4.8, -0.7
> COc1ccc(OC)c(Nc2nc(-c3cccc([N+](=O)[O-])c3)cs2)c1
    12.9, 0.2, 16.1, 0.3
> Clc1ccc(Cl)c(Nc2nc(-c3ccc(Cl)c(Cl)c3)cs2)c1
    0.4, 0.8, 14.8, -0.7
> C=CCSc1ncnc2c1cnn2-c1cccc(Cl)c1
    -7.2, 0.5, 12.2, -1.2
> Cc1ccccc1C1C(C#N)=C(N)N(N(C)C)C2=C1C(=O)CC(C)(C)C2 (configuration not stated)
    3.7, -0.1, -1.4, 1.4
> CCOC(=O)C1CCN(Cc2cc(=O)oc3cc(O)c(Cl)cc23)CC1
    8.1, 1.0, 19.4, 2.8
> CC(=O)Nc1ccccc1NC(=O)C/C(C)=N/NC(=O)c1cnccn1
    -48.1, -0.4, -3.7, -0.2
> COc1ccc(C2CC(c3cccc([N+](=O)[O-])c3)=NN2C(C)=O)cc1 (configuration not stated)
    -3.4, -0.2, 8.1, -0.6
> CCOc1ccccc1NC(=O)C1C(C(=O)O)C2C=CC1C21CC1 (configuration not stated)
    -7.5, -0.1, -0.7, 0.6
> COc1cc(/C=N/NC(=O)Nc2ccccc2)c([N+](=O)[O-])cc1OC
    6.7, -0.1, -1.8, 1.6
> NC(=O)c1cc2ccc(O)cc2oc1=Nc1ccc(C(=O)O)cc1
    -3.4, 0.1, -11.6, -2.0
> Cc1nc(NCCNC(=O)c2cccc3ccccc23)cc(-n2ccnc2C)n1
    4.9, 0.6, 0.0, -0.8
> COc1cccc(C(=O)NCc2nc(-c3ccncc3)n[nH]2)c1
    -19.5, 0.2, 20.2, -0.4
> Cc1ccc(-n2cc(-c3ccccc3)c3c(Nc4ccc(C(C)C)cc4)ncnc32)cc1Cl
    9.6, 0.1, -2.7, -0.8
> Cn1nccc1Nc1cc(C(=O)NCc2cccnc2)ccn1
    9.9, 0.3, -10.6, 0.9
> O=C(Oc1ccc(N(C(=O)c2ccncc2)S(=O)(=O)c2ccc(Br)cc2)c2ccccc12)c1ccncc1
    1.2, 0.2, 12.1, -1.6
> COc1ccc(C(=O)Oc2ccc(Br)cc2Br)cc1OC
    -5.8, 0.1, -9.4, 0.8
> COc1cc([N+](=O)[O-])cc([N+](=O)[O-])c1OCC(=O)N/N=C/c1cccc([N+](=O)[O-])c1O
    17.8, 0.5, 5.2, -0.9
> O=C(CNC(=S)N(Cc1ccc(F)cc1)C1CCCCC1)NC1CCCCCCC1
    0.1, -0.1, 7.6, -0.6
> COCCn1c(=S)[nH]c2cc(C(=O)NC3CCCCC3C)ccc2c1=O (configuration not stated)
    -11.1, 0.1, -11.8, 0.6
> CC(=O)c1ccc(NC(=S)NC(=O)c2cccc(F)c2)cc1
    -29.0, 0.3, 11.7, 0.9
> COc1ccc(OC)c(C2C(C#N)=C(N)SC(N)=C2C#N)c1
    -7.5, -0.5, -6.6, -0.6
> O=C(NCCCN1CCOCC1)c1cc2nc3c(c(C(F)(F)F)n2n1)CCc1ccccc1-3
    5.1, 0.1, 14.3, -0.4
> CC(C)/C=C1\CCCC\C1=N/n1cnnc1
    -1.4, 0.0, 0.4, -0.9
> COc1ccc(CCc2nnc(CCC(=O)NCCOC(C)C)o2)cc1
    -5.8, -0.1, 5.5, 1.7
> COCCOC(=O)C1=C(C)NC2=C(C(=O)CC(C)(C)C2)C1c1ccc([N+](=O)[O-])cc1 (configuration not stated)
    -7.7, -0.1, -1.9, -0.2

Further compounds follow:
Value order: TEAD-YAP inh, FBW7 act, MITF primary, GPR151 activ
> COc1ccc(N2CCN(CCCNC(=O)CCCn3c(=S)[nH]c4ccc(Br)cc4c3=O)CC2)cc1
    10.0, -0.3, -0.9, 0.9
> O=c1c(-c2cccs2)[n+]([O-])c2ccccc2n1OCc1ccccn1
    -9.7, 0.4, -21.8, 0.7
> O=C(O)CCCN(Cc1ccc(Br)cc1)S(=O)(=O)c1ccc([N+](=O)[O-])cc1
    10.0, -0.1, 3.3, -0.4
> O=C(Nc1nnc(SCC(=O)N2CCCCC2)s1)c1ccc(Cl)c(Cl)c1
    -7.1, 0.2, -7.4, 2.4
> CCOc1ccc(/C=C(\C#N)C(=O)Nc2ccc(S(N)(=O)=O)cc2)cc1OC
    1.1, 0.7, 17.5, -1.5
> O=C1CC(c2cccs2)CC2=C1C(c1cc(=O)c3cc(Cl)ccc3o1)Nc1ccccc1N2 (configuration not stated)
    -4.9, 0.0, 41.1, 1.2
> CCCCNC(=O)C1Cc2ccccc2CN1S(=O)(=O)c1cccs1 (configuration not stated)
    10.7, 0.2, -0.8, 5.7*
> CCOc1ccc(NC(=O)c2ccc(F)cc2)c([N+](=O)[O-])c1
    -28.3, 0.0, 8.2, -0.9
> CNS(=O)(=O)c1ccc(NCC(=O)O)c([N+](=O)[O-])c1
    -6.5, -0.1, 1.0, -1.7
> O=C(O)c1ccc(Oc2c(Cl)cccc2[N+](=O)[O-])cc1
    -0.7, -0.1, 6.9, -1.1
> O=C(c1ccc(N2C(=O)c3ccccc3C2=O)cc1)N1CCCCCC1
    6.5, 0.2, -12.7, -1.4
> CCSc1nnc2c(n1)OC=Nc1ccccc1-2
    -9.8, 0.0, -9.2, 4.6
> O=C(COC(=O)c1ccccc1N1C(=O)C2C3C=CC(C4CC34)C2C1=O)c1cccs1 (configuration not stated)
    14.6, 0.4, 13.9, 0.0
> CCc1ccc(C2CC(c3cccc(F)c3)n3nnnc3N2)cc1 (configuration not stated)
    -9.5, -0.1, -0.5, 3.0
> CNc1nc(Oc2ccccc2C(=O)OC)nc(SC)n1
    3.6, -0.1, -2.4, 1.0
> COc1cc(OC)c(CN2CCN(c3ncccn3)CC2)cc1Br
    0.6, -0.2, 34.9, -0.2
> CC1CCN(C(=O)Cn2c(SCC(=O)N(C)C)nc3ccccc32)CC1
    0.2, 0.3, 9.0, 0.5
> CCn1c2c(c3cc([N+](=O)[O-])ccc31)CCCC2=O
    -12.7, -0.1, -7.2, 0.2
> CC(=O)Cc1ccccc1OCC(=O)O
    -2.2, 0.7, 9.3, -0.8
> COc1ccc(C(=O)NCCSC)cc1OC1CCN(C(C)C)CC1
    -2.4, 0.0, 10.4, -1.4
> Cc1ccc(C2Nn3c(C)nnc3SC2C(=O)NCC2CCCO2)cc1 (configuration not stated)
    -1.9, 0.4, 14.3, 0.5
> CC(C)Cc1cc(C(=O)NC2CCCC2)no1
    -52.5, 0.1, 4.4, 0.0
> CCCNc1nc(NC2CCN(Cc3ccccc3)CC2)nc2c1ncn2-c1ccccc1
    3.3, 0.4, 23.6, -2.9
> Cc1ccccc1NC(=O)N1CCCC(c2nc3ccccc3[nH]2)C1 (configuration not stated)
    -2.8, 0.1, -13.9, -0.5
> CC(C)(C)C(=O)Nc1nnc(SCC(=O)NCc2ccco2)s1
    0.3, -0.1, 14.0, 0.6
> CCc1c(C(=O)NC2CCCc3ccccc32)[nH]c(C)c1C(C)=O (configuration not stated)
    37.4*, 0.0, -7.3, 0.1
> COc1cc(CNn2c(-c3ccc(Br)cc3)nc3ccccc3c2=O)cc(OC)c1OC
    -0.8, 0.1, -3.9, 0.8

Ordered by count of non-hydrogen atoms (descending): six of the compounds above
Value order: TEAD-YAP inh, FBW7 act, MITF primary, GPR151 activ
> CCCNc1nc(NC2CCN(Cc3ccccc3)CC2)nc2c1ncn2-c1ccccc1
    3.3, 0.4, 23.6, -2.9
> COc1cc(CNn2c(-c3ccc(Br)cc3)nc3ccccc3c2=O)cc(OC)c1OC
    -0.8, 0.1, -3.9, 0.8
> Cc1ccc(C2Nn3c(C)nnc3SC2C(=O)NCC2CCCO2)cc1 (configuration not stated)
    -1.9, 0.4, 14.3, 0.5
> CC(C)(C)C(=O)Nc1nnc(SCC(=O)NCc2ccco2)s1
    0.3, -0.1, 14.0, 0.6
> CC(C)Cc1cc(C(=O)NC2CCCC2)no1
    -52.5, 0.1, 4.4, 0.0
> CC(=O)Cc1ccccc1OCC(=O)O
    -2.2, 0.7, 9.3, -0.8
